MBNL1-CUG inh: qHTS Assay for Inhibitors of MBNL1-poly(CUG) RNA binding. TR-FRET MBNL1-His/biotin-(CUG)12 binding, 665/545 ratio. Muscleblind-like protein 1 (Homo sapiens), Q9NR56. Potency, µM (titrated, usually from 57.5 µM), inactives show at the highest dose activity change, negative = inhibition, usual class: inhibitors. actives 0.036% (n = 280,000); active means well fitted inhibition curve with a large enough effect in the signal ratio, with a control signal flat, not every such curve was filed as active; inconclusive means small, poorly fitted or top-dose-only effect, or effect the other way, or a change in a side signal; inactive means no such curve, though single readings can be large or run the other way; the % refers to the signal ratio; further: potency means the concentration at half of the fitted maximal effect; on the % scale 0 is the no-effect control and ±100 the full control effect
Target sequence (Q9NR56 whole entry, looked up): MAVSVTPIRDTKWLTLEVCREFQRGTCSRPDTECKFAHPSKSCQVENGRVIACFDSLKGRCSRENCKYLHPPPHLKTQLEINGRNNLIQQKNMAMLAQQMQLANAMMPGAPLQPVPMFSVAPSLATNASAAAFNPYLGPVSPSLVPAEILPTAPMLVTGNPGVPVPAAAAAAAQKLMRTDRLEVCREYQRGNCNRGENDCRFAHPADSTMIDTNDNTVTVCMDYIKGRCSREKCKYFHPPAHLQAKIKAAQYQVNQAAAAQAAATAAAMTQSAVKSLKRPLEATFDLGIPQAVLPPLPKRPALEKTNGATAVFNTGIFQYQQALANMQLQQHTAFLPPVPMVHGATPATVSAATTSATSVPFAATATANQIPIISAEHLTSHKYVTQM
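Inhibition of protein-RNA binding appears as loss of TR-FRET between terbium anti-His antibody on MBNL1-His and streptavidin-XL665 on biotin-(CUG)12. Activity is normalized to buffer-only and uninhibited-complex controls.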
hERG WT inh: qHTS for Inhibitors of KCHN2 3.1: Wildtype qHTS | actives 0.37% (n = 340,000) | AID 720551, 2013 | U2OS, BacMam KCNH2, thallium flux FluxOr; active compounds read low | activity change, % at 1.84 µM | Voltage-gated inwardly rectifying potassium channel KCNH2 (Homo sapiens), Q12809;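 active means maximum activity change below -70%; inconclusive means maximum activity change between -70% and -50%; inactive means maximum activity change above -50%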; further: on the % scale 0 is the no-effect control and ±100 the full control effect
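U2OS cells transduced with wild-type KCNH2 virus are loaded with FluxOr dye for 45 min, and thallium flux is measured in kinetic reads before and after stimulation buffer. Rate constants are normalized to DMSO controls.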
USP2a inh: qHTS Assay for Inhibitors of Ubiquitin-specific Protease USP2a Using CHOP2 as the Reporter. actives 0.01% (n = 330,000). AID 463254, 2010. Potency, µM (doses to about 38.3 µM), inactives show top-dose activity change, negative = inhibition, usual class: inhibitors. USP2 core, Ub-CHOP2 coupled fluorogenic reporter, 485/531;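 further: potency means the concentration at half of the fitted maximal effect; plate controls were DMSO wells for no effect and full inhibition by NEM control for full effect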
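USP2 core (10nM final) preincubated 30min RT with compound in 20mM Tris-HCl pH 8.0, 2mM CaCl2, 2mM beta-mercaptoethanol, 0.05% CHAPS; 25nM Ub-CHOP2 plus 25nM reporter substrate added, fluorescence (Ex485/Em531) read after 60min.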
Mito fusion yeast: qHTS Assay for Small Molecule Inhibitors of Mitochondrial Division or Activators of Mitochondrial Fusion; actives 0.23% (n = 320,000); AID 485298, 2010; Potency, µM (top dose mostly 46.1 µM), without a hit: at the highest dose growth rescue (activation), actives largely listed as activators; S. cerevisiae fusion-defective mutant growth rescue, CellTiterGlo 48 h;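 further: potency means the concentration at half of the fitted maximal effect; % of control where 0% means no effect; nearly all actives have a fitted effect of over 45% in size; temperature-sensitive fusion mutants such as fzo1-1 at 37 °C on non-fermentable ethanol glycerol medium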
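S. cerevisiae fusion-defective temperature-sensitive mutants (e.g. fzo1-1, mgm1-5) grown 48 h at 37C in YPEG (ethanol/glycerol non-fermentable) medium with 23 nl compound per well; growth rescue read as CellTiterGlo luminescence.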
Eya2 phos inh: qHTS Assay for Inhibitors of the Phosphatase Activity of Eya2. actives 0.006% (n = 330,000). Potency, µM (doses to about 76.9 µM), inactives show at the highest dose activity, negative = inhibition, most hits filed as inhibitors. AID 488837, 2010. Protein phosphatase EYA2 (Homo sapiens), O00167. recombinant Eya2, OMFP fluorescence dephosphorylation (OMFP is methylfluorescein phosphate); further: potency means the concentration at half of the fitted maximal effect; on the % scale 0 is the no-effect control and ±100 the full control effect
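Eya2 protein (added as 0.2 uM solution) was preincubated with compound for 10 min at ambient temperature in 50 mM HEPES pH 7.5, 50 mM NaCl, 5 uM MgCl2, 0.05% BSA, 1 mM DTT. OMFP (added at 50 uM) then reacted 10 min; fluorescence read at 485/525 nm.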
Menin MLL FP TR: qHTS Assay for Inhibitors Targeting the Menin-MLL Interaction in MLL Related Leukemias: Competition With Texas Red Labeled MLL-derived Mutant Peptide; O00255; Menin + Texas Red MLL mutant peptide, fluorescence polarization; Potency, µM (series often up to 61.6 µM), inactives show top-dose FP activity change, negative = inhibition, hits mostly inhibitors; actives 0.23% (n = 270,000); AID 1768, 2009; active means well fitted inhibition curve with a large enough effect in the polarisation, with a control signal flat, not every such curve was filed as active; inconclusive means small, poorly fitted or top-dose-only effect, or effect the other way, or a change in a side signal; inactive means no such curve, though single readings can be large or run the other way; the % refers to the polarisation; further: potency means the concentration at half of the fitted maximal effect; % of control where 0% means no effect; many of its hits are not listed in these tables
TSHR antagonist: Antagonists of the Thyroid Stimulating Hormone Receptor: HTS campaign. activity change, negative = inhibition, % at 11.5 µM. TSHR-expressing cells, TSH-stimulated cAMP HTRF, 2 h; active compounds read low. Thyrotropin receptor (Homo sapiens), P16473. actives 0.2% (n = 330,000);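 active means activity change below a set negative limit, meaning inhibition stronger than a set level, cut at about -70% in these data; inconclusive means activity change between two set negative limits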; further: on the % scale 0 is the no-effect control and ±100 the full control effect
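Cell-based HTRF cAMP assay; TSHR cells + compound, TSH EC80 (4nM final), 2 h, 37 deg C. Lysis with anti-cAMP cryptate and cAMP-d2, 30 min RT, read 665/620 nm.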
GALK inh: qHTS Assay for Inhibitors of Human Galactokinase (GALK) | Purified GALK, Kinase-Glo residual ATP luminescence | actives 0.007% (n = 270,000) | P51570 | Potency, µM (top dose mostly 57.5 µM), for the others: top-dose activity change, negative = inhibition, actives largely listed as inhibitors | AID 1868, 2009; further: potency means the concentration at half of the fitted maximal effect; on the % scale 0 is the no-effect control and ±100 the full control effect
Target sequence (P51570 whole entry, looked up): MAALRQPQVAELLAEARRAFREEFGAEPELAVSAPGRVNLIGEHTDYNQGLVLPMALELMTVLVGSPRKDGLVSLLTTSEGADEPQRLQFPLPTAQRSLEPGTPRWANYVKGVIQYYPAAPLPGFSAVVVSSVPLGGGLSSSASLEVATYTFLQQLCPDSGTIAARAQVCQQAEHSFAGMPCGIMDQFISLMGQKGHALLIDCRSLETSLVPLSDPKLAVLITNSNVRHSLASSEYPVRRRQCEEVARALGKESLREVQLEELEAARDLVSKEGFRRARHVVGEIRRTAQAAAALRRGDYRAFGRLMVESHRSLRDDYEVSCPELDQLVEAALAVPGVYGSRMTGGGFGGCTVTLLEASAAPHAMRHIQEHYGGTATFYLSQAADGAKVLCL
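Luminescence from leftover ATP (Ultra-Glo luciferase/luciferin) served as read-out after a 1 h room-temperature reaction of 5 nM GALK with 35 uM ATP and 100 uM galactose.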
ASM inhibitor: Inhibitors of Secretory Acid Sphingomyelinase (S-ASM): qHTS; Sphingomyelin phosphodiesterase (Homo sapiens), P17405; placental ASM, HMU-PC fluorogenic substrate, 60 min; Potency, µM (highest dose often 57.5 µM), without a hit: top-dose activity change, negative = inhibition, usual class: inhibitors; actives 0.006% (n = 340,000); AID 504937, 2011; further: potency means the concentration at half of the fitted maximal effect
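Fluorescence read-out (Ex 386 nm, Em 447 nm) after stopping the reaction at pH 10. Enzyme: ASM from human placenta; substrate HMU-PC0, 9 uM final; 60 min, 37 °C. Compound preincubation 10 min, ambient temperature.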
PKM2 activator: qHTS Assay for Activators of Human Muscle isoform 2 Pyruvate Kinase | purified PKM2, Kinase-Glo ATP luminescence, activation; response scale: 0% is enzyme alone, no compound | Pyruvate kinase PKM (Homo sapiens), P14618 | Potency, µM (top dose mostly 57.5 µM), inactives show at the highest dose activation, hits mostly activators | actives 0.34% (n = 260,000) | AID 1631, 2009; further: potency means the concentration at half of the fitted maximal effect; on the % scale 0 is the no-effect control and ±100 the full control effect; nearly all actives have a fitted effect of over 55% in size
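Kinase-Glo luminescence reports ATP generated from ADP (0.1 mM) and PEP (0.5 mM) by purified hPK-M2 after 1 h at room temperature, pH 7.2 imidazole buffer; intermediate enzyme activity allows detecting inhibitors and activators.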
BCR signal inh: qHTS Assay to Find Inhibitors of Chronic Active B-Cell Receptor Signaling | ABC-DLBCL IkBa-CBG/CBR reporter, luminescence ratio, 4 h | Potency, µM (titrated, usually from 46.1 µM), inactives show top-dose ratio change, negative = lower green/red ratio, hits mostly inhibitors | actives 0.05% (n = 340,000) | AID 493014, 2011; active means well fitted inhibition curve with a large enough effect in the signal ratio, with a control signal flat, not every such curve was filed as active; inconclusive means small, poorly fitted or top-dose-only effect, or effect the other way, or a change in a side signal; the % refers to the signal ratio;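 further: potency means the concentration at half of the fitted maximal effect; plate controls were basal doxycycline-induced cells for no effect and cells given 10 µM MG132 for full effect; MG132 reads +100%, hits lower the ratio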
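TMD8 ABC-DLBCL cells carrying doxycycline-inducible green luciferase fused to IkappaBalpha plus unfused red luciferase were exposed to compounds (up to 46 uM) for 4 hrs at 37C. Activity came from the overlap-corrected green/red luminescence ratio.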
The depositor's hits bear a star; i = inactive; ? = inconclusive; / = no result given; [ ] = another dose, or the depositor's remark. Unless noted, the call rests on the fitted dose curve; in most records, active means well fitted curve in the direction sought with a large enough effect; inconclusive means small, poorly fitted or top-dose-only effect, or another doubt; inactive means no such curve, though single readings can be large; an effect the other way counts as inactive or inconclusive. This is a subset (hit frequency here may not be typical).

SMILES	MBNL1-CUG inh	hERG WT inh	USP2a inh	Mito fusion yeast	Eya2 phos inh	Menin MLL FP TR	TSHR antagonist	GALK inh	ASM inhibitor	PKM2 activator	BCR signal inh
Cc1ccccc1OCc1nnc(SCC(=O)Nc2ccc(N3CCOCC3)c(Cl)c2)n1C	6%	-1	-3%	1%	-10%	1%	8	0%	0%	0%	1%
O=S(=O)(c1ccc2c(c1)OCCO2)N1CCN(c2nc(-c3cccnc3)nc3ccccc23)CC1	0%	/	0%	6%	-16%	-4%	-11	6%	/	-2%	2%
c1ccc(-n2c(SCc3ccncc3)nnc2-c2ccco2)cc1	13%	-9	5%	-2%	5%	?	14	6%	8%	-1%	2%
CC1CCN(C(=O)c2[nH]cnc2C(=O)NCc2ccc(CNC(=O)OC(C)(C)C)cc2)CC1	/	/	0%	-7%	-1%	/	5	/	3%	/	-1%
Cn1c(SCC(=O)Nc2ccc(Br)cn2)nnc1C1CC1	-3%	-4	-1%	0%	6%	-13%	8	7%	4%	0%	8%
CNc1nc(-c2ccc3c(c2)CCN3C(=O)c2ccccc2F)c(C)s1	46%[activator]	0	0%	-2%	5%	7%	-5	0%	1%	4%	-2%
O=C(c1ccccc1)N1CCN(CCc2ccccc2)CC1	-13%	5	0%	3%	-25%	0%	12	-5%	-2%	1%	2%
O=S(=O)(NCc1ccccc1F)NCc1ccccc1F	/	-6	2%	18%	?	-14%	0	9%	-1%	4%	?
CC(C(=O)NN=C(c1ccccc1)c1ccccc1)N1CCCC1 (stereo not drawn)	-6%	/	1%	6%	2%	?	2	8%	-2%	-5%	0%
Cc1cc(NS(=O)(=O)c2ccc(NC(=O)Cc3ccc(Cl)c(Cl)c3)cc2)no1	/	-3	-1%	-3%	6%	/	-2	/	0%	/	-3%
CC1(C)CC(=O)N(CC(=O)N2CCN(c3ncccn3)CC2)c2ccccc2S1(=O)=O	0%	8	0%	-6%	8%	-7%	3	0%	2%	-1%	21%
c1ccc(Cc2nnc3n2N=C(c2ccccc2)CS3)cc1	-16%	7	2%	8%	-3%	-12%	14	0%	-2%	8%	-3%
COc1ccccc1C(=O)NCCC(=O)N(C)CC(=O)Nc1c(Cl)cccc1Cl	/	2	1%	-2%	4%	/	7	/	/	/	-5%
COC(=O)c1ccc(Nc2nc(C)nc3c2nnn3Cc2ccccc2)cc1	-1%	9	0%	-3%	-7%	17%	-13	0%	-3%	0%	2%
CCOC(=O)N1CCC(NC(=O)c2cccc3c2C(=O)N(Cc2cccnc2)C3)CC1	8%	5	3%	-7%	-2%	3%	-14	-2%	-1%	-1%	?
O=[N+]([O-])c1cccc(/C=N/Nc2nc(NCc3ccccc3)nc(N3CCOCC3)n2)c1	-2%	-2	1%	-3%	-5%	23%	6	1%	3%	-1%	-2%
CSCCC(NC(=O)c1ccc(Br)cc1)C(=O)O (stereo not drawn)	2%	1	3%	-2%	0%	-7%	-4	-1%	4%	-11%	0%
Cc1cc(Br)ccc1NC(=O)C1CCN(C(=O)c2ccco2)CC1	-3%	3	2%	3%	-7%	0%	-6	-2%	-18%	/	-1%
Cc1cccc(C)c1OCc1nnc(SCC(=O)NCc2ccccc2)o1	3%	6	1%	9%	6%	-7%	3	-1%	-1%	1%	-1%
O=C(Nc1ccc(Cl)c(Cl)c1)Nc1nnc(CC2=CCCCC2)s1	-10%	14	-1%	-2%	1%	25µM*	17	1%	3%	-3%	?
Cc1ccc(CCCOC(=O)CN2CCCCC2)cc1	2%	1	-1%	1%	12%	-11%	4	3%	5%	-10%	-4%
CC1CCc2sc3nc(NCc4ccco4)n4ncnc4c3c2C1 (stereo not drawn)	2%	1	0%	4%	11%[15.4 µM]	?	-12	0%	-22%	14%	?
O=c1oc2c3c4c(cc2c2c1CCC2)OCCN4CCC3	?	-4	1%	9%	-9%	-15%	-11	2%	i	18%	?
CCOc1ccccc1N1CCN(C(=O)c2cccc(S(=O)(=O)N3CCOCC3)c2)CC1	/	0	-3%	-5%	5%	/	-15	/	0%	/	6%
COc1ccc(CN2CCN(C(=O)C3CC(=O)N(C4CCCCCC4)C3)CC2)c(OC)c1OC (stereo not drawn)	3%	5	3%	1%	?	-5%	5	-2%	1%	-2%	4%
O=c1o[nH]c(-c2ccccc2)c1C=Nc1ccc(Cl)cc1	2%	0	0%	10%	-20%	-20%	9	1%	-8%	5%	?
Cc1cc(C)c2nc(N(CCCN(C)C)C(=O)c3ccc4c(c3)CCCC4)sc2c1	/	-4	-3%	-12%	-18%	/	12	/	-17%	/	?
CC(=O)N1CCN(C(=O)c2cccc(S(=O)(=O)N3CCOCC3)c2)CC1	/	2	1%	4%	8%	/	17	/	4%	/	3%
COc1ccccc1-c1cc(SC)c(C#N)c(=O)o1	7%	/	5%	-1%	6%	-4%	2	2%	28%	5%	?
CSc1ncc(CN2CCN(C(C)C)C(CCO)C2)cn1 (stereo not drawn)	-5%	1	-1%	-6%	-9%	-7%	-13	-1%	4%	9%	-9%
N#Cc1ccc(CSc2nnc(Nc3ccccc3)s2)cc1	-16%	8	0%	-1%	21%[15.4 µM]	-22%	-5	5%	-6%	-3%	?
Cc1cc(C)c2c(CN3CCCCC3)cc(=O)oc2c1	5%	6	0%	-10%	6%	4%	-8	/	-14%	/	0%
COC(=O)Cn1c(C(F)(F)F)nc2ccccc21	-3%	-6	-6%	2%	0%	5%	31	-3%	3%	-18%	2%
CCN1CCN(C(=S)c2ccc(Cl)cc2)CC1	3%	-1	1%	-2%	16%	0%	-1	-3%	-3%	-10%	20%
Cc1ccc(-c2cc(C(=O)NN3CCOCC3)c3cc(Br)ccc3n2)o1	?	-20	-1%	7%	-6%	3%	0	1%	430%[activator]	24%	2%
Cc1nn(C)cc1CNC(=O)Nc1cccc(Cl)c1	-18%	8	0%	-2%	7%	0%	24	-2%	0%	-20%	18%

Looked up by structure from the list above (3):
SMILES	MBNL1-CUG inh	hERG WT inh	USP2a inh	Mito fusion yeast	Eya2 phos inh	Menin MLL FP TR	TSHR antagonist	GALK inh	ASM inhibitor	PKM2 activator	BCR signal inh
CC(=O)N1CCN(C(=O)c2cccc(S(=O)(=O)N3CCOCC3)c2)CC1	/	2	1%	4%	8%	/	17	/	4%	/	3%
CCOC(=O)N1CCC(NC(=O)c2cccc3c2C(=O)N(Cc2cccnc2)C3)CC1	8%	5	3%	-7%	-2%	3%	-14	-2%	-1%	-1%	?
CCN1CCN(C(=S)c2ccc(Cl)cc2)CC1	3%	-1	1%	-2%	16%	0%	-1	-3%	-3%	-10%	20%
